NTR1 ag – agonists of NTR1, primary screen, imaging, U2OS cells, beta-arrestin-GFP, high content (AID 493036). Neurotensin receptor type 1 (Homo sapiens), P30989. NTR1-U2OS beta-arrestin-GFP spot imaging, agonist mode. activation, % at 20 µM. actives 0.17% (n = 330,000);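 active = activation at or above 40% of the spot to cytoplasm intensity ratio, with at least 20 cells analyzed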;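 also: 0% = DMSO without peptide and 100% = 100 nM NTR1 peptide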
Target sequence (P30989 whole entry, looked up): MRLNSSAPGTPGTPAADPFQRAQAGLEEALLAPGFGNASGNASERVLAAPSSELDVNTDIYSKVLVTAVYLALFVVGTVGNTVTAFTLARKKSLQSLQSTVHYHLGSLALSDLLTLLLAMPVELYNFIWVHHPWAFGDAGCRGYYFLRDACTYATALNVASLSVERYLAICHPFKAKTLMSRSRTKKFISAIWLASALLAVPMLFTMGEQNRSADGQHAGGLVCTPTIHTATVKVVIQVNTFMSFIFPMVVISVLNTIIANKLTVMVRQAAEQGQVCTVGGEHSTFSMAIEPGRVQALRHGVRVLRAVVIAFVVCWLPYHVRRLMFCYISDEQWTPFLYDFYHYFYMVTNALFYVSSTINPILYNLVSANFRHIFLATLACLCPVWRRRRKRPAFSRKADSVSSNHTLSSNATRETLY
LYP inhibition – inhibitors of LYP phosphatase, biochemical, fluorescence intensity, uHTS (AID 1779). actives 0.054% (n = 290,000). Tyrosine-protein phosphatase non-receptor type 22 (Homo sapiens). recombinant LYP phosphatase, fluorescence intensity; higher % means a stronger effect. inhibition, % at 11.5 µM; hits with a dose series show IC50 in µM; in the data active = inhibition above about 50%;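 also: plate controls were vehicle with enzyme for no effect and no enzyme for full effect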
AID2073 – inhibitors of Mint1-CaV2.2 protein interaction, biochemical, HTRF (AID 2073). Voltage-dependent N-type calcium channel subunit alpha-1B (Homo sapiens). HTRF protein-protein interaction, Mint1-CaV2.2; higher % means a stronger effect. inhibition, % at 20 µM, or IC50 in µM where a hit was titrated. actives 0.19% (n = 290,000); in the data active = inhibition mostly above about 51%, no sharp cut-off; also: some results filed as inactive read as strong as hits
RSV antiviral HEp-2 – RSV antiviral activity via CPE protection, HEp-2 cells, primary 10 µM value included (AID 2391) | actives 0.13% (n = 310,000) | CPE inhibition, % at 10 µM, or IC50 in µM where a hit was titrated | HEp-2 cells, RSV-induced CPE inhibition; higher % means a stronger effect; in the data active = a potency from the dose series; also: strong numbers were not always called active
Autophagy mod – autophagy modulators in MEF cells, primary screen, imaging, high-content, MEF GFP-LC3; actives 0.98% (n = 190,000); AID 463193, 2010; MEF GFP-LC3 puncta imaging; test concentration mostly 10 µM; calls only at 10 µM (by protocol);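 active = percentage of spot-positive cells more than 3 SD above its plate mean, without a fluorescence outlier flag or 80% toxicity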;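 also: spot-positive cell cutoff set from DMSO-treated cells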
WT yeast gro inh – growth inhibition of WT strain, primary screen, mitochondrial fusion inhibitor project, WT and mutant strains, chemical genetic; inhibition, % at 10 µM; mitochondrial fusion phenotypic screen; actives 2.1% (n = 190,000); in the data active = inhibition above about 58%; tested in S. cerevisiae
UTI89 phage lysis – inhibition of K1F phage lysis, E. coli UTI89, bacterial capsule biogenesis inhibitors, alamar blue (AID 488966). E. coli UTI89 K1F phage lysis, alamar blue, 2 h; higher % means a stronger effect. inhibition, % at 100 µM; hits with a dose series show IC50 in µM. actives 0.02% (n = 340,000);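 active = phage lysis inhibition, versus mean bacterial control, above a set limit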;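 also: capsule biogenesis inhibitors block K1F phage lysis so surviving cells raise fluorescence; higher fluorescence means more inhibition of phage lysis; actives were called in the ten point dose series up to 300 µM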
NS5 inhibitors – Dengue-2 NS5 methyltransferase inhibitors, primary screen, biochemical, confirmation dose response (AID 588689); actives 0.3% (n = 340,000); Genome polyprotein (Dengue virus type 2 (strain 16681-PDK53)); inhibition, % at 25 µM; hits with a dose series show IC50 in µM; Dengue-2 NS5 methyltransferase capping enzyme assay, biochemical; higher % means a stronger effect; in the data active = a potency from the dose series
GPR35 antagonists – GPR35 antagonists blocking zaprinast-driven arrestin recruitment, primary screen, imaging, U2OS, beta-arrestin-GFP, zaprinast agonist (AID 2058); U2OS GPR35 beta-arrestin-GFP translocation imaging, zaprinast antagonism; higher % means a stronger effect; actives 0.052% (n = 290,000); inhibition, % at 10 µM, or IC50 in µM where a hit was titrated; G-protein coupled receptor 35 (Homo sapiens);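 active = inhibition of at least 50% with at least 30 cells and total cytoplasm GFP at most 10,000,000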
WT yeast gro inh mutant strain – recorded beside WT yeast gro inh, whose call it bears; inhibition, %; mitochondrial fusion phenotypic screen, mutant strain inhibition
Autophagy mod cell loss 18 h – second read-out of Autophagy mod, no call of its own (marks repeat the call); toxicity, %; measured here: cell loss, nuclei count;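 cell loss after 18 h compound exposure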
NTR1 ag cell count 20 µM – recorded beside NTR1 ag, whose call it bears; cell count; measured here: cell count, cytotoxicity flag
NS5 inhibitors pilot replicate – also measured in NS5 inhibitors; calls as there; inhibition, %; measured here: pilot screen replicate inhibition
Active calls of the source: *; i = inactive; . = not tested or not shown; [ ] = dose if it differs, or a comment.

SMILES | NTR1 ag | NTR1 ag cell count 20 µM | LYP inhibition | AID2073 | RSV antiviral HEp-2 | Autophagy mod | Autophagy mod cell loss 18 h | WT yeast gro inh | WT yeast gro inh mutant strain | UTI89 phage lysis | NS5 inhibitors | GPR35 antagonists | others
COc1ccccc1Nc1nc(N)nc(CN2CCC(C)CC2)n1 | 1.4 | 53 | -2% | -1% | -0.5% | i | 4 | -6 | 0 | 0.5% | -6% | -3%
CCCOc1ccc(C(=O)NCC(c2ccco2)N(C)C)cc1 (stereo not given) | 0.5 | 45 | -2% | 7% | -0.7% | i | -20 | -5 | -3 | 3.2% | -11% | 10%
COc1ccc(N2C(=O)CSC2c2cccc(OC)c2OC)cc1 (stereo not given) | . | . | -5% | 2% | 0.6% | i | 12 | 12 | 7 | 1.5%[50 µM] | -7% | -9%
O=C(N/N=C\C1CC=CCC1)c1ccc(Br)o1 (stereo not given) | 0.8 | 68 | -10% | 11% | 0.8% | . | . | . | . | 1.4%[50 µM] | -10% | -3%
O=C(CN1C(=O)NC2(CCCCCC2)C1=O)c1ccc2c(c1)OCCO2 | 1.1 | 73 | -3% | 3% | 1.7% | i | -11 | 17 | 16 | 5.0% | -2% | 5%
O=P(O)(CN1CCCCCC1)CN1CCCCCC1 | . | . | -1% | 2% | . | i | -3 | 4 | -6 | . | . | -4%
COc1cc(-c2noc(CCC(=O)Nc3cccnc3)n2)cc(OC)c1OC | 1.8 | 56 | -2% | 4% | 1.6% | i | 2 | 2 | -7 | -0.1% | -3% | -1%
CCC(=O)Oc1ccc(C(=O)Nc2ccc3c(c2)C(=O)N(C2CCCCC2)C3=O)cc1 | 39 | 66 | -4% | 12% | 9.0% | i | 8 | -6 | 0 | 0.5% | 3% | 5% | NS5 inhibitors pilot replicate=-3.9
C=CCNCCOCCOc1ccc(C)cc1[N+](=O)[O-] | -0.2 | 89 | 0% | -7% | -0.1% | i | 6 | 9 | 23 | -0.4% | 2% | -2% | NS5 inhibitors pilot replicate=-1.2
c1ccc(CNc2ncnc3c2oc2ccccc23)nc1 | -2.2 | 79 | -8% | 10% | 7.0% | i | 4 | 12 | 17 | 0.2% | 2% | 29%

The final 3 records of the part above open the next one.
SMILES | NTR1 ag | NTR1 ag cell count 20 µM | LYP inhibition | AID2073 | RSV antiviral HEp-2 | Autophagy mod | Autophagy mod cell loss 18 h | WT yeast gro inh | WT yeast gro inh mutant strain | UTI89 phage lysis | NS5 inhibitors | GPR35 antagonists | others
CCC(=O)Oc1ccc(C(=O)Nc2ccc3c(c2)C(=O)N(C2CCCCC2)C3=O)cc1 | 39 | 66 | -4% | 12% | 9.0% | i | 8 | -6 | 0 | 0.5% | 3% | 5% | NS5 inhibitors pilot replicate=-3.9
C=CCNCCOCCOc1ccc(C)cc1[N+](=O)[O-] | -0.2 | 89 | 0% | -7% | -0.1% | i | 6 | 9 | 23 | -0.4% | 2% | -2% | NS5 inhibitors pilot replicate=-1.2
c1ccc(CNc2ncnc3c2oc2ccccc23)nc1 | -2.2 | 79 | -8% | 10% | 7.0% | i | 4 | 12 | 17 | 0.2% | 2% | 29%
CC(=O)N1CCc2cc(S(=O)(=O)NC3CCCCC3)ccc21 | -0.7 | 46 | -5% | 3% | 3.6% | . | . | . | . | 0.1% | 4% | -2%
Cc1cnc(C(=O)OCC(=O)c2ccc(F)c(F)c2)cn1 | -1.4 | 55 | . | . | 1.0% | . | . | . | . | 1.9%[50 µM] | -3% | .
CCn1ccnc1CC1COc2ccccc2O1 (stereo not given) | 0.5 | 60 | . | . | -1.0% | . | . | . | . | 3.5% | -9% | .
C=CCNC(=S)N1CCN(Cc2ccccc2)CC1 | 2.6 | 55 | -2% | -11% | -0.5% | i | 14 | 7 | 3 | -0.7% | -6% | 9%
COc1cc(/C=N/NC(=O)COc2c(C)cc([N+](=O)[O-])cc2C)ccc1OC(=O)c1ccccc1 | -0.2 | 71 | 6% | 15% | 18µM* | i | 7 | 14 | 10 | -0.2% | -6% | -8%
Nc1nc(Cl)nc(N(c2ccccc2)c2ccccc2)n1 | 0.3 | 35 | -4% | -1% | 0.1% | i | 1 | -16 | -29 | 0.1% | -2% | -18%
COc1ccc(S(=O)(=O)N2CCCCCC2)cc1NC(=O)CCCOc1ccccc1 | -3.5 | 49 | . | . | 2.0% | . | . | . | . | 0.0%[50 µM] | -2% | .
Cc1ccc2cc(CN(c3ccc(C)c(C)c3)S(C)(=O)=O)c(=O)[nH]c2c1 | 0.2 | 64 | 3% | 37% | 1.5% | i | -1 | -8 | -8 | -0.4% | 5% | -10%
Cn1c2ccc(F)cc2c2nnc(SCCN3CCCCC3)nc21 | -0.4 | 95 | -8% | -11% | . | . | . | . | . | -0.1% | -1% | -3%
COc1cccc(CC(=O)NC2CCCN(Cc3ccccc3F)C2)c1 (stereo not given) | 0.5 | 62 | -8% | 2% | 0.2% | . | . | . | . | -1.8% | -2% | -6%
CCOC(=O)C1=C(C)OC(N)=C(C#N)C1c1ccsc1 (stereo not given) | 1.9 | 44 | 24% | 0% | 0.9% | i | -16 | 19 | 17 | -0.1% | 0% | 3%
CC(C)(Oc1ccc(Cl)cc1)C(=O)O/N=C(\N)c1ccncc1 | 0.3 | 60 | -6% | 1% | 3.5% | . | . | . | . | -0.1% | 1% | -14%
O=C(/C=C/c1ccccc1)NC1CC2CCCC(C1)N2Cc1ccccc1 (stereo not given) | -0.1 | 54 | 1% | 10% | -2.7% | . | . | . | . | . | . | -7%
CCOC(=O)N1CCN(c2c(NCc3ccccn3)c(=O)c2=O)CC1 | 6.1 | 40 | -3% | 44% | 0.7% | i | -1 | -1 | 1 | -0.7% | 3% | 4%
CCCn1cc2c(c1-c1cccc(C)c1)c(=O)n(C)c(=O)n2C | -0.6 | 37 | -5% | 2% | -0.1% | i | -1 | 28 | -2 | 0.6% | -6% | -18%
CCOC(=O)NC(=O)CSc1nnnn1-c1ccc(Cl)cc1 | 2.2 | 60 | -2% | 6% | 0.5% | i | -5 | 15 | 7 | 1.9% | -3% | -10%
CC(C)c1nnc(NC(=O)c2cccs2)s1 | -0.8 | 104 | -1% | -1% | 2.1% | i | 4 | 17 | 5 | 1.5% | -1% | 0%
COc1ccc(NC(=S)NNC(=O)c2ccco2)c(OC)c1 | 0.3 | 67 | -9% | -14% | 1.5% | . | . | . | . | 1.4%[50 µM] | 2% | -12%
O=C(O)c1cccc(-n2cccc2/C=N/O)c1 | 1.0 | 74 | -2% | 23% | 1.3% | i | -4 | 4 | 12 | 0.3% | 0% | 7%
COc1ccc(-n2c(C)nc3sc4c(c3c2=O)CCC4)cc1 | 3.0 | 90 | 2% | 43% | . | i | 0 | 1 | 2 | . | . | 10%
COc1ccc2c(c1OC)C(=O)N1c3ccccc3C(=O)N(c3ccccc3)C21 (stereo not given) | 0.7 | 33 | -3% | 1% | -0.2% | i | 9 | 14 | 18 | -0.1% | -2% | 1%
O=C1C2C3C=CC(C3)C2C(=O)N1CCCCCCN1C(=O)C2C3C=CC(C3)C2C1=O (stereo not given) | 0.1 | 59 | -10% | -11% | 9.5% | i | -3 | 2 | -13 | -0.4% | 2% | -2%
O=C(c1ccc(Cl)cc1Cl)N1CCC(c2nc3c(nnn3Cc3ccco3)c(=O)[nH]2)CC1 | 0.2 | 51 | 4% | 2% | -2.1% | i | 6 | 1 | -3 | -0.6% | -19% | 14%
CCn1c(=O)n(CC(=O)NCC2CCCO2)c(=O)c2c3c(sc21)CCCC3 (stereo not given) | 0.4 | 60 | -8% | 9% | 2.7% | . | . | . | . | 0.2% | 0% | -12%
CCOC(=O)c1c(-c2ccc(C)cc2)csc1NC(=O)C1CC=CCC1C(=O)O (stereo not given) | 2.8 | 58 | 0% | -9% | 11% | i | 1 | -26 | -12 | 0.2% | 15% | 4%
Cn1c(=O)c2c(ncn2CCc2ccccc2)n(C)c1=O | 0.5 | 78 | -9% | 6% | 0.1% | i | -1 | 11 | 3 | 0.0% | -3% | -1%
COc1ccc2nc(Cl)c(C3CC(c4ccco4)=NN3C(=O)CCCC(=O)O)cc2c1 (stereo not given) | 0.7 | 71 | 2% | -4% | -1.7% | . | . | . | . | 1.7%[50 µM] | 20% | 2%
COc1ccc2cc(CCNC(=O)c3cc4ccccc4o3)c(=O)[nH]c2c1 | 3.0 | 49 | -3% | 12% | 1.8% | . | . | . | . | -0.2% | -12% | 4%
Cc1c(C(=O)NCc2ccccc2)cnn1-c1ccccc1 | -2.0 | 53 | 2% | 2% | . | i | -6 | -15 | -16 | 0.4% | -9% | 12%
COc1cccc(OCc2nc(-c3cccc([N+](=O)[O-])c3)no2)c1 | 1.5 | 100 | -6% | -7% | 0.3% | i | 19 | 11 | 18 | . | . | -22%
Nc1ccc2c(c1)OC1(CCCC1)O2 | 2.1 | 57 | -11% | 15% | 0.9% | i | 22 | 7 | 0 | 0.2% | -5% | 0%
CCOC(=O)N1CCN(C(=O)CN(c2ccc(OCc3ccccc3)cc2)S(C)(=O)=O)CC1 | -0.8 | 55 | -12% | 5% | 0.0% | i | 4 | -5 | -8 | 3.8% | -3% | -5%

As a working copy, some entries already given.
SMILES | NTR1 ag | NTR1 ag cell count 20 µM | LYP inhibition | AID2073 | RSV antiviral HEp-2 | Autophagy mod | Autophagy mod cell loss 18 h | WT yeast gro inh | WT yeast gro inh mutant strain | UTI89 phage lysis | NS5 inhibitors | GPR35 antagonists | others
COc1ccc2c(c1OC)C(=O)N1c3ccccc3C(=O)N(c3ccccc3)C21 (stereo not given) | 0.7 | 33 | -3% | 1% | -0.2% | i | 9 | 14 | 18 | -0.1% | -2% | 1%
O=C1C2C3C=CC(C3)C2C(=O)N1CCCCCCN1C(=O)C2C3C=CC(C3)C2C1=O (stereo not given) | 0.1 | 59 | -10% | -11% | 9.5% | i | -3 | 2 | -13 | -0.4% | 2% | -2%
O=C(c1ccc(Cl)cc1Cl)N1CCC(c2nc3c(nnn3Cc3ccco3)c(=O)[nH]2)CC1 | 0.2 | 51 | 4% | 2% | -2.1% | i | 6 | 1 | -3 | -0.6% | -19% | 14%
CCn1c(=O)n(CC(=O)NCC2CCCO2)c(=O)c2c3c(sc21)CCCC3 (stereo not given) | 0.4 | 60 | -8% | 9% | 2.7% | . | . | . | . | 0.2% | 0% | -12%
CCOC(=O)c1c(-c2ccc(C)cc2)csc1NC(=O)C1CC=CCC1C(=O)O (stereo not given) | 2.8 | 58 | 0% | -9% | 11% | i | 1 | -26 | -12 | 0.2% | 15% | 4%
